Assay outcomes as filed in PubChem BioAssay.
CRFR2-BP antag – CRF-BP/CRF-R2 complex antagonism; HEK293 CRF-R2/CRF-BP, CRF-induced calcium fluorescence; inhibition, % at 11.8 µM; 0.59% of 350,000 active; AID 588475;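 active = inhibition of the ligand-induced calcium signal above about 50% at the single tested concentration, limit read from the data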
CRFR2-BP ag – agonists of human CRF-binding protein/CRF-R2 receptor complex; HEK293 CRF-R2/CRF-BP, calcium dye fluorescence (FLIPR); percent of saturating CRF peptide response; activation, % at 13.2 µM; 0.46% of 350,000 active;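 active = activation of at least 50%, plus an integration ratio under a set limit after plate pattern correction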;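 note: plate controls were neutral control wells without compound for no effect and CRF at EC100 for full effect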
M5 ag – agonists of human muscarinic M5 receptor (CHRM5); P08912; 0.19% of 360,000 active; AID 624037; activation, % at 3 µM; CHO-K1 hM5 cells, Fluo-8 calcium fluorescence; 0% DMSO wells, 100% maximal acetylcholine response;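 active = activation above the run's mean over test compounds plus 3 SD, cut at about 23% in these data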;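 note: signal is peak over basal fluorescence ratio across the kinetic read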
M4 antag – CHRM4 antagonism in calcium assay | P08173 | CHO-hM4 cells, ACh EC80, Fluo-8 calcium fluorescence | inhibition, % at 3 µM | 0.73% of 360,000 active | AID 624125;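 active = inhibition above its plate's cutoff, the mean inhibition of sample wells plus 3 SD, cut at about 27% in these data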;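 note: 0% = acetylcholine EC80 with DMSO and 100% = DMSO without agonist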
CHRM4 agonist – CHRM4 agonism in calcium assay. activation, % at 3 µM. CHO-K1 hM4/Gqi5, Fluo-8 calcium fluorescence; vehicle 0%, full acetylcholine response 100%. 0.14% of 360,000 active. AID 624127;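 active = activation above the run mean over all test wells plus 3 SD, cut at about 32% in these data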;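 note: peak over basal fluorescence ratio per well then scaled between controls; 0% = DMSO wells and 100% = acetylcholine at EC100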
CHRM5 PAM – CHRM5 positive allosteric modulation; CHO-K1 hM5, Fluo-8 calcium, ACh EC20 PAM; 0% = ACh EC20, 100% = ACh EC100; activation, % at 3 µM; 0.3% of 360,000 active; AID 624038;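 active = activation above the run cutoff, the mean activation of all test compounds plus 3 SD, cut at about 18% in these data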
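system = human M5 receptor in CHO-K1 cells | compound = one concentration, 3 µM final (nominal) | schedule = Post-acetylcholine fluorescence recording 140 s | signal = Fluo-8 calcium dye fluorescence, kinetic read | benchmarks = low control EC20 acetylcholine (0%), high control EC100 acetylcholine (100%) | repeats = singlicate, one well per test compound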
IDE cell inh – cellular human IDE inhibition. P14735. HEK cells, FAbetaB cleavage, fluorescence polarization. inhibition, % at 5.59 µM. 0.41% of 320,000 active. AID 434962;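 active = percent inhibition above the average of all tested compounds plus 3 SD, set per screening campaign, cut at about 16% in these data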;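 note: IDE supplied by intact live HEK cells; FP after avidin binding of uncleaved biotin substrate so inhibition keeps polarization high; 0% = DMSO wells and 100% = 60 µM reference IDE inhibitor Ii1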
Target sequence (P14735 whole entry, looked up): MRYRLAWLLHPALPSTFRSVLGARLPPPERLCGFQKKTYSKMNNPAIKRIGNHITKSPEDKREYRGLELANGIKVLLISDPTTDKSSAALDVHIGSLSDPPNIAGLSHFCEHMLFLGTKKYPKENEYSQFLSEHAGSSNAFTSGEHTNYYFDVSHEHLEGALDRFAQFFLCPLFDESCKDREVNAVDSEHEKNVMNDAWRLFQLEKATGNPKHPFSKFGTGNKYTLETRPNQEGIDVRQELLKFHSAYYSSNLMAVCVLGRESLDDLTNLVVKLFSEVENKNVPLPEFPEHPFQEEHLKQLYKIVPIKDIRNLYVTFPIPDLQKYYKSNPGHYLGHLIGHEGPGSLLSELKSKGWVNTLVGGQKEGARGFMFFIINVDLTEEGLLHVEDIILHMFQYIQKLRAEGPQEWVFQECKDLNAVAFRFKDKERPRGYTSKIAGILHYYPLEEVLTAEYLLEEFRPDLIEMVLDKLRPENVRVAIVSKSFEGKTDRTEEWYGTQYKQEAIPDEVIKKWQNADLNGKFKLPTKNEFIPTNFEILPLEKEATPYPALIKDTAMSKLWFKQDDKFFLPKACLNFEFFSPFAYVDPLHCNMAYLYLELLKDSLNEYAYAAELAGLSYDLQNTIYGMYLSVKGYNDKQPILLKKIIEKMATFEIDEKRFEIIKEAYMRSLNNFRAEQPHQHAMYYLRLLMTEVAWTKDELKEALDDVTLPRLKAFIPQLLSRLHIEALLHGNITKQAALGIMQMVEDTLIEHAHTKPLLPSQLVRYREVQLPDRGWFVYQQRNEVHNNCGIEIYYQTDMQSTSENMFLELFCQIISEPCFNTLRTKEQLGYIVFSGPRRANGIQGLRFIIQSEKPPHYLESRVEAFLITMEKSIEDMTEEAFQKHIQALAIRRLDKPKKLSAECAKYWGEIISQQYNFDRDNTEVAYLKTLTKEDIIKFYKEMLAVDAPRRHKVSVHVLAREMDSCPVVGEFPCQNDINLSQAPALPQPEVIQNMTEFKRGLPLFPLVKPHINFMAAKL
M5 antag – blocks acetylcholine activation of human M5 receptor; P08912; CHO-hM5 cells, Fluo-8 calcium fluorescence, ACh EC80; inhibition, % at 3 µM; 0.59% of 360,000 active; AID 624040;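 active = inhibition above a per-plate cutoff, the mean of that plate's test compounds plus 3 SD, cut at about 27% in these data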;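 note: 0% = acetylcholine EC80 with DMSO and 100% = DMSO without agonist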
CHRM4 PAM – positive allosteric modulators of human muscarinic M4 receptor; P08173; CHO-K1 hM4/Gqi5, Fluo-8 calcium fluorescence, ACh EC20; 0% = ACh EC20, 100% = maximal ACh; activation, % at 3 µM; 0.4% of 360,000 active; AID 624126;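 active = activation above its plate's cutoff, the mean activation of sample wells plus 3 SD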; note: some results filed as inactive read as strong as hits
Starred values were filed as active, the others as inactive; . = not tested or not shown.

SMILES	CRFR2-BP antag	CRFR2-BP ag	M5 ag	M4 antag	CHRM4 agonist	CHRM5 PAM	IDE cell inh	M5 antag	CHRM4 PAM
Cc1cccc(C(=O)Nc2ccc(O)cc2C(=O)O)c1	-4	-2.8	0	6	1	1	-1	5	4
CC(=O)Nc1ccc(S(=O)(=O)N2CCC(c3nc4ccc(C)cc4[nH]3)CC2)cc1	12	0.2	-3	2	-1	0	-2	-1	-7
O=c1cc(O)c2sc3nc(-c4cccnc4)cc(C(F)(F)F)c3c2[nH]1	-32	19	4	-4	5	1	6	1	-5
O=C(Nc1ccccc1)C1C2CCCCC21 (stereo unspecified)	11	-0.8	-6	-2	-1	-1	-3	15	4
COc1ccc(NC(=O)CCCN2C(=O)C3C4C=CC(C4)C3C2=O)c(OC)c1 (stereo unspecified)	-11	-0.6	-7	2	1	0	-1	7	-3
COc1ccc(CCNS(=O)(=O)c2ccc3c(c2)CCN3C(=O)CCC(=O)O)cc1OC	3	8.4	-2	0	1	-1	3	8	3
CN(CCCNC(=O)CCC(=O)N1CCOc2ccccc21)Cc1ccccc1	-3	-1.6	-3	2	0	-1	2	1	-1
COc1cc2c(cc1OC)C(C)N(S(=O)(=O)c1ccc(C)cc1)CC2 (stereo unspecified)	10	-0.3	-8	0	0	-1	-1	4	-5
Cc1nc2nc(Cc3ccccc3)[nH]n2c(=O)c1Cc1ccccc1	-1	-1.5	-5	6	-1	3	0	2	17
Cc1ccc2nc(-c3ccc(O)cc3)oc2c1	17	-0.9	6	2	0	-4	-3	15	2
Cc1nnc(NC(=O)C(c2ccccc2)c2ccccc2)s1	-28	0.6	-1	-8	1	1	0	-1	5
Cc1ccc2[nH]c(-c3ccccc3)c(CN3CCN(C)CC3)c(=O)c2c1	12	-1.3	-1	2	-1	2	2	1	-1
COc1cccc(CNCc2ccc(C(=O)O)cc2)c1OC	-30	3.4	0	2	2	-3	-4	-7	10
Cc1ccccc1NC(=O)COc1ccc(Br)cc1CNCCCO	5	3.9	-5	-10	1	4	-1	-8	2
CC(C)[C@H](NC(=O)c1ccccc1Cl)C(=O)OCC(=O)Nc1ccc(S(=O)(=O)N2CCOCC2)cc1	3	2.5	2	-21	5	-8	0	6	4
CCOC(=O)C(C(=O)Cc1ccccc1)c1ccccc1 (stereo unspecified)	5	-3.1	-9	5	-1	-3	.	10	0
CCOC(=O)c1nn(-c2ccc(F)cc2)c(=O)cc1OCC(=O)Nc1ccc(OCC)cc1	3	3.2	-1	-3	0	8	1	-4	1
COc1ccc(-c2cc(C(=O)N/N=C/c3ccc4c(c3)OCO4)c3ccccc3n2)c(OC)c1	4	2.7	-5	-10	2	-17	-1	-4	-4
COc1ccccc1N1CCN(c2ccc(Cl)nn2)CC1	-5	-2.5	2	1	1	6	-7	4	3
Cc1c(C)c(C)c(S(=O)(=O)n2[nH]c(=O)c(CCO)c2C)c(C)c1C	-7	0.2	-6	1	2	-3	3	-8	-2
O=C(Nc1ccc(Cl)c(S(=O)(=O)N2CCOCC2)c1)c1cccs1	-3	10	3	-1	10	-7	-1	13	-4
CCN1CCN(CC(=O)Nc2ccc(OC(F)(F)F)cc2)CC1	-22	-1.1	-3	5	0	6	1	-1	1
CCc1ccc(C(=O)Nc2ccc(OC)c(S(=O)(=O)N3CCOCC3)c2)cc1	-25	-0.4	1	0	8	-2	-2	6	-5
CCOC(=O)c1ccc(NC(=O)Cn2c(C)nc3c(sc(=S)n3CC)c2=O)cc1	-6	1.7	-2	1	0	1	7	11	3
COc1cc2ncnc(NCc3ccc(F)cc3)c2cc1OC	-5	-3.4	-3	-7	2	-3	8	2	3

Continuation.
SMILES	CRFR2-BP antag	CRFR2-BP ag	M5 ag	M4 antag	CHRM4 agonist	CHRM5 PAM	IDE cell inh	M5 antag	CHRM4 PAM
O=c1oc2ccccc2c(NCc2ccc(Cl)cc2)c1[N+](=O)[O-]	1	-0.9	-4	-6	10	-20	1	10	-14
Cc1ccc(C(=O)NC(=S)Nc2ccc(S(=O)(=O)N(C)c3ccccc3)cc2)cc1	7	-2.1	0	3	1	1	-7	3	1
Cc1ccc(CSCC(=O)Nc2ccc(N3CCOCC3)cc2N2CCOCC2)cc1	0	-1.6	2	2	0	3	-2	-3	1
COc1cccc(/C=N/Nc2nnc(C)n2N)c1OCc1ccccc1Cl	3	0.0	2	6	-3	4	9	5	1
CC(=O)c1cccc(S(=O)(=O)Nc2cc(C(F)(F)F)ccc2N2CCOCC2)c1	2	1.0	7	-1	6	-9	-4	10	7
O=C(Nc1cccnc1)c1ccccc1F	10	-0.7	-5	-2	1	2	0	1	9
CN(C)CCCN(C(=O)c1ccc2ccccc2c1)c1nc2cc3c(cc2s1)OCO3	-16	-0.5	-4	12	5	-3	2	8	4
CCN1C(=O)[C@@H]2[C@@H]3CN(S(=O)(=O)c4ccc(C)cc4)[C@@H](c4ccccc4)[C@@H]3C(=O)C[C@@H]2C1=O	.	.	2	-4	4	-3	.	2	-2
CCN(CC)c1ccc(NC(=O)CSc2nnc(N)s2)cc1C	-24	2.7	3	-2	0	-2	1	-1	5
COC(=O)C[C@@H]1OC[C@H](C)N1S(=O)(=O)c1ccc(C)cc1	.	.	2	-1	2	6	.	-3	13
CCNC(=O)C1(C)CCN(C(=O)c2cccs2)C1 (stereo unspecified)	.	.	-1	-3	0	1	.	0	3
O=C(c1n[nH]c2ccccc12)N1CCN(S(=O)(=O)c2ccccc2)CC1	-2	-0.2	-5	-1	9	-9	-3	2	-2
Cc1nn(C2CC(O)C(O)C(CO)O2)c(=O)[nH]c1=O (stereo unspecified)	-7	1.1	4	-7	0	0	.	-3	3
CCn1ccnc1CN(C)Cc1cn(-c2ccc(C)cc2)nc1-c1cccc(C)c1	-12	3.6	-6	3	0	8	6	3	-4
COc1ccc(C(=O)Nc2cccc(-c3cc4ccccc4oc3=O)c2)cc1[N+](=O)[O-]	10	-0.9	-3	-2	2	-6	3	0	0
COc1ccc(N(C(=O)c2cccnc2)S(=O)(=O)c2cccc([N+](=O)[O-])c2)cc1	-9	-1.5	-6	15	1	-6	-7	4	-1
COc1cccc(Nc2nc3ccc(C(=O)c4ccccc4)cc3n3cnnc23)c1	-3	2.3	1	7	0	5	3	1	-13
O=C1C(=Cc2ccncc2)CCCc2ccccc21	70*	-1.6	-1	0	4	3	.	18	-2
CC(=O)N1N=C2c3ccccc3CCC2C1c1ccc(F)cc1 (stereo unspecified)	-18	0.2	-5	-10	4	-6	0	11	3
N#Cc1c(-c2ccccc2)cc(-c2ccccc2)nc1SCC(=O)O	14	1.7	-2	6	0	-1	4	3	-7
CCOC(=O)C1=C(COC(=O)c2cccc(Cl)c2)NC(=O)NC1C (stereo unspecified)	-11	0.5	-1	-8	2	-1	1	1	0
CCOC(=O)c1cnc(SC)nc1Sc1ccc(Cl)cc1Cl	-52	7.5	-3	-3	1	-3	1	-12	15
NS(=O)(=O)c1ccc(N/N=C/c2ccc(O)cc2O)c([N+](=O)[O-])c1	9	-0.8	-1	2	1	6	0	-6	-7
CC(=O)Nc1ccc(C(=O)NNC(=O)Cc2ccccc2)cc1	12	-4.1	1	-4	1	-1	-1	-7	2
Cc1ccc(OCC(=O)O/N=C(\N)c2ccccn2)cc1	11	0.7	0	12	2	0	-3	4	0

Copied from the list.
O=c1oc2ccccc2c(NCc2ccc(Cl)cc2)c1[N+](=O)[O-] in M5 antag = 10
NS(=O)(=O)c1ccc(N/N=C/c2ccc(O)cc2O)c([N+](=O)[O-])c1 in M5 antag = -6
COc1ccc(CCNS(=O)(=O)c2ccc3c(c2)CCN3C(=O)CCC(=O)O)cc1OC in CRFR2-BP antag = 3
O=C(Nc1ccccc1)C1C2CCCCC21 (stereo unspecified) in CRFR2-BP antag = 11

Next part:
SMILES	CRFR2-BP antag	CRFR2-BP ag	M5 ag	M4 antag	CHRM4 agonist	CHRM5 PAM	IDE cell inh	M5 antag	CHRM4 PAM
O=C(Nc1ccc(-n2cnnn2)cc1)C1CCCN1C(=O)NC1CCCCC1 (stereo unspecified)	-8	-1.6	0	5	1	4	-3	-3	-2
CCOc1ccccc1NC(=O)c1ccc(S(=O)(=O)N2CCCCC2)cc1	22	-2.2	-4	7	-1	0	-2	8	-9
O=C(c1cc2cc(Br)ccc2oc1=O)N1CCCC1	18	-3.3	2	8	2	-6	2	2	-7
COc1ccc(S(=O)(=O)NCCc2cn3nc(C)c(C)nc3n2)cc1C	-7	-0.8	-4	-5	0	0	1	10	8
C/C(=N/NC(=O)CN1CCN(S(=O)(=O)c2ccc(C)cc2)CC1)c1ccco1	-1	0.2	-2	-4	1	-4	-2	7	-8
O=C(NCN1CCN(c2ccccc2)CC1)c1cnccn1	3	-1.1	-4	-6	1	0	-1	6	-1
CCOc1ccc(N2CC(C(=O)NCc3ccc(F)cc3)CC2=O)cc1 (stereo unspecified)	1	0.8	1	-7	1	9	-4	-8	7
COCCNC(=O)C(=O)NNC(=O)c1ccccc1OC	14	-0.2	-1	-4	1	6	1	-6	-1
OCc1nn2c(c1Br)NC(c1ccccc1)CC2C(F)(F)F (stereo unspecified)	-3	1.5	-4	-14	3	-6	4	-11	2
COc1ccc(CNC2CC(=O)N(C)C2=O)cc1 (stereo unspecified)	32	1.6	0	5	1	-2	-4	-1	2
Cc1ccc(Cl)cc1N1CCN(C(=O)CSc2nnc3n2C(C)(C)Cc2ccccc2-3)CC1	2	0.3	4	33*	13	-24	1	41*	-18
COc1ccccc1OCCC(=O)O	7	-1.5	1	-3	0	12	1	2	4
O=c1ccn(Cc2ccc(F)cc2)c2ccnc(C(F)(F)F)c12	25	-2.1	-1	2	4	-1	0	7	-9
CC1CCN(C(=O)c2ccc(S(=O)(=O)N(C)C)cc2)C(C)C1 (stereo unspecified)	-3	-0.7	1	-9	1	-2	7	1	8
CCNC(=S)Nc1sc2c(c1C#N)CCC(C)C2 (stereo unspecified)	-14	1.2	1	4	-1	2	-1	1	-1
CCn1c(SCc2nc3ccccc3[nH]2)nnc1-c1cccnc1	5	-1.2	1	2	1	-3	1	1	2
C#CCn1c(=NC(=O)CN2C(=O)CCC2=O)sc2cc(S(N)(=O)=O)ccc21	19	0.5	-1	4	0	0	2	0	-5
CN(C)c1ccc(NC(=O)CCN2C(=O)c3cccc([N+](=O)[O-])c3C2=O)cc1	4	-0.9	1	5	0	-6	-5	11	-4
CC(C)n1cc(C(=O)c2ccccc2O)cc(C#N)c1=O	-5	-1.4	4	-7	4	7	3	-1	13
COc1ccc(NC(=S)Nc2cc(C(F)(F)F)ccc2F)cc1	20	-1.7	-2	1	1	-1	3	0	-7
CC(Cl)C(=O)Nc1ncc(C(F)(F)F)cc1Cl (stereo unspecified)	6	0.2	1	6	0	6	1	-5	-6
O=C(Cc1cccs1)Nc1nnc(Cc2ccccc2)s1	-6	-0.4	1	10	0	-1	2	3	-1
CCCn1c(N)c(N(CCOC)C(=O)c2ccc(F)cc2F)c(=O)[nH]c1=O	-3	0.2	-4	-8	1	0	5	-3	-4

Record cards, from the list above.
`OCc1nn2c(c1Br)NC(c1ccccc1)CC2C(F)(F)F` (stereo unspecified) across the screens: CRFR2-BP antag: -3; CRFR2-BP ag: 1.5; M5 ag: -4; M4 antag: -14; CHRM4 agonist: 3; CHRM5 PAM: -6; IDE cell inh: 4; M5 antag: -11; CHRM4 PAM: 2
`CC1CCN(C(=O)c2ccc(S(=O)(=O)N(C)C)cc2)C(C)C1` (stereo unspecified) across the screens: CRFR2-BP antag: -3; CRFR2-BP ag: -0.7; M5 ag: 1; M4 antag: -9; CHRM4 agonist: 1; CHRM5 PAM: -2; IDE cell inh: 7; M5 antag: 1; CHRM4 PAM: 8
